# HADH2 inh: qHTS Assay for Inhibitors of HADH2 (Hydroxyacyl-Coenzyme A Dehydrogenase, Type II). recombinant HADH2, NADH fluorescence, beta-hydroxybutyryl-CoA. 3-hydroxyacyl-CoA dehydrogenase type-2 (Homo sapiens), Q99714. actives 3.4% (n = 73,000). Potency, µM (series often up to 57.1 µM), for inactives: at the highest dose activity change, negative = inhibition, actives largely listed as inhibitors; note: % is set by controls: 0 for no effect and ±100 for the full control effect; nearly all actives have a fitted effect of over 60% in size; many of its hits are not listed in these tables
#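 NADH fluorescence (ex 360/em 450 nm) read every 30 s for 4 min; activity taken as last-minus-first time point difference. Enzyme 20 nM, NAD+ 1 mM, beta-hydroxybutyryl-CoA 90 uM, pH 9.0 Tris buffer.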
# HBB splicing: qHTS Assay for Modulators of Hemoglobin Beta Chain Splicing | HBB splicing reporter cell assay, activation; EGFP reporter with mutant IVS2-654 intron; response scale: normalised to 500 nM splice-correcting PNA | Potency, µM (titrated, usually from 46.1 µM), without a hit: at the top dose activation, most hits filed as activators | actives 0.06% (n = 65,000); note: 0% is about no effect
#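 Compounds were applied for 2 days to HeLa EGFP-654 cells, 500/well in Optimem with 2% FCS. The reporter's EGFP is disrupted by mis-splicing of beta-globin intron IVS2-654. Readout: summed well GFP fluorescence from 488 nm laser scanning; reference was 500 nM antisense […] 654 PNA.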
# 15-hLO inh: qHTS Assay for Inhibitors of 15-hLO (15-human lipoxygenase); purified 15hLO-1, xylenol orange hydroperoxide absorbance; Polyunsaturated fatty acid lipoxygenase ALOX15 (Homo sapiens), P16050; actives 1.4% (n = 74,000); Potency, µM (doses to about 57.1 µM), for inactives: top-dose activity change, negative = inhibition, usual class: inhibitors; note: % is set by controls: 0 for no effect and ±100 for the full control effect; nearly all actives have a fitted effect of over 55% in size
# Target sequence (P16050 whole entry, looked up): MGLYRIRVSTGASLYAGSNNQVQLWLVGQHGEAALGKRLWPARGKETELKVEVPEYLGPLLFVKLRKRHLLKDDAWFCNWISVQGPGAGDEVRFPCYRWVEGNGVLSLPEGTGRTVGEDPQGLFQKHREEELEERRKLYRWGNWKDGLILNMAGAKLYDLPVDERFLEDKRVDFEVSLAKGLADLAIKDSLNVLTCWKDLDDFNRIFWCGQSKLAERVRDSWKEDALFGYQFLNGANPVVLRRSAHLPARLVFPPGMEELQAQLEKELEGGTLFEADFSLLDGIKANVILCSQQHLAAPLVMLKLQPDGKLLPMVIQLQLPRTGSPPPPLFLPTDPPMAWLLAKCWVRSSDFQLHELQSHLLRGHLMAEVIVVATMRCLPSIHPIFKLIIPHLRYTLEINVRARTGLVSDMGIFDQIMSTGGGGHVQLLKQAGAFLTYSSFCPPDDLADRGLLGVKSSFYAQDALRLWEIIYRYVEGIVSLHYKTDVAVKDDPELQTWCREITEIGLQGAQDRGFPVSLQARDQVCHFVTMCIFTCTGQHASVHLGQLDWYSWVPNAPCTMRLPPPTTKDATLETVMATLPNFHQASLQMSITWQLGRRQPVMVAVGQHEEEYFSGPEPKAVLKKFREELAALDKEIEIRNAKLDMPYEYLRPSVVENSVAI
#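 Compounds were preincubated 15 min at room temperature with 40 nM purified human enzyme (25 mM Hepes pH 7.5, 0.01% Triton X-100); 50 uM arachidonic acid reacted 6 min. Fe-xylenol orange detection, 30 min, absorbance ratio 573/405 nm.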
# ERK AVP inh: qHTS Assay for Inhibitors of the ERK Signaling Pathway using a Homogeneous Screening Assay. AID 995, 2007. HEK293-V1b, vasopressin-stimulated pERK AlphaScreen. actives 0.99% (n = 72,000). Potency, µM (highest dose often 57.5 µM), without a hit: at the highest dose activity, negative = inhibition, actives largely listed as inhibitors; note: % is set by controls: 0 for no effect and ±100 for the full control effect; nearly all actives have a fitted effect of over 55% in size
#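 Phosphorylated ERK1/2 detected via AlphaScreen bead proximity in lysates of V1b-expressing HEK293 cells given 25 nM vasopressin for 5 min after 30 min compound exposure (37 °C). AC50 from Hill equation; basal DMSO 0%, vasopressin 100%.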
# * hit, by the source's call; ? = inconclusive; & = joins results of further samples; [ ] = dose if it differs, or a comment. Calls come from the whole dose curve; as a rule, active = well fitted curve in the direction sought with a large enough effect; inconclusive = small, poorly fitted or top-dose-only effect, or another doubt; inactive = no such curve, though single readings can be large; an effect the other way counts as inactive or inconclusive. Potency is the fitted concentration of half-maximal effect.
SMILES,HADH2 inh,HBB splicing,15-hLO inh,ERK AVP inh
CC1CCC(C(=O)O)NC1c1ccc(C#CCN(C)C)cc1 (centres undefined),-4%[11.4 µM],0.9%[9.22 µM],8%[11.4 µM],1%[11.5 µM]
CC(C)CCN1CCc2nc(COc3ccccc3)c3c(c2C1)COC(C)C3 (centres undefined),7%[11.4 µM],0.4%[9.22 µM],6%[11.4 µM],2%[11.5 µM]
CC(C)CCN1CCc2nc(-c3ccccc3)c3c(c2C1)COC(C)C3 (centres undefined),12%[11.4 µM],0.1%[9.22 µM],0%[11.4 µM],7%[11.5 µM]
C=CCOC(=O)C(C(=O)CC)C(NC(=O)OC)c1ccc(F)cc1 (centres undefined),0%[11.4 µM],3.7%[9.22 µM],1%[11.4 µM],5%[11.5 µM]
CC(=O)OCC1OC(C#Cc2ccccc2)C=CC1O (centres undefined),4%[11.4 µM],0.0%[9.22 µM],9%[11.4 µM],4%[11.5 µM]
COC(=O)NC(c1cccc(C)c1)[C@]1(C(C)=O)CCCC1=O (some centres undefined),-13%[11.4 µM],2.0%[9.22 µM],5%[11.4 µM],19%[11.5 µM]
COC(=O)NC(/C(C(=O)OC)=C(\C)NCc1ccccc1)c1ccc(F)cc1 (centres undefined),4%[11.4 µM],4.8%[9.22 µM],-6%[11.4 µM],4%[11.5 µM]
CN1CCc2nc(-c3ccccc3)c(-c3ccccc3)cc2C1,-8%[11.4 µM],0.4%[9.22 µM],3%[11.4 µM],14%[11.5 µM]
COC1CCC(C(=O)c2ccc3nc4c(cc3c2)CCCO4)CC1 (centres undefined),3%,-0.5%,-30%,-17%
COc1ccc(/C=C/C(=O)c2ccc(OC)cc2O)cc1,-9%[11.4 µM],1.7%[9.22 µM],-1%[11.4 µM],26%[11.5 µM]
CS(=O)(=O)CCNCc1nc(-c2ccc3ncnc(Nc4ccc(OCc5cccc(F)c5)c(Cl)c4)c3c2)cs1,?,-0.7%,?,9%
COc1ccc(OC2C=CC(C#Cc3ccc(C(C)(C)C)cc3)OC2CO)cc1 (centres undefined),-5%[11.4 µM],-0.6%[9.22 µM],-5%[11.4 µM],1%[11.5 µM]
Cc1cc(C)cc(/C=C/C2OCC(O)C2Oc2ccc(C3CCCC3)cc2)c1 (centres undefined),9%&17%[11.4 µM],2.1%&-1.5%[9.22 µM],2%&-14%[11.4 µM],-4%&17%[11.5 µM]
O=C1C=CC2(OCCCO2)C(Br)=C1,-1%[11.4 µM],2.0%[9.22 µM],7%[11.4 µM],1%[11.5 µM]
CCc1cc(C(C)=O)c(O)cc1OCCCCCC(C)(C)c1nn[nH]n1,-6%,-1.4%,20µM*,23%
O=Cc1ccc(B(O)O)cc1,1%,0.7%,14%,-21%
C/C=C/OC(=O)NC(c1cccc(C)c1)[C@@]1(C(=O)OCC)CCCC1=O (some centres undefined),-3%[11.4 µM],3.8%[9.22 µM],-5%[11.4 µM],28%[11.5 µM]
CCCCCCCC1=CC2=CC(=O)C(C)(O)C(=O)C2=CN1CCCC (centres undefined),6%[11.4 µM],1.0%[9.22 µM],-9%[11.4 µM],-16%[11.5 µM]
COC(=O)NC(CC(C)=O)c1ccc(Cl)cc1 (centres undefined),1%[11.4 µM],1.8%[9.22 µM],10%[11.4 µM],21%[11.5 µM]
COc1ccc(/C=C/NC(=O)c2ccc(OC)cc2)cc1,-13%[11.4 µM],0.0%[9.22 µM],-6%[11.4 µM],1%[11.5 µM]
COc1cccc(CCc2ccccc2OCC[C@@H]2C[C@@H](O)CN2C)c1,?,-0.8%,20µM*,15%
CCC(=O)CC(NC(=O)OC)c1ccccc1 (centres undefined),-9%[11.4 µM],3.9%[9.22 µM],8%[11.4 µM],19%[11.5 µM]
Cc1ccc(B(O)O)cc1,10%,0.4%,11%,-1%
C=CCC1(c2ccccc2)Oc2ccc(C)cc2-c2nc3cc(Cl)c(Cl)cc3nc21 (centres undefined),-6%[11.4 µM],0.5%[9.22 µM],-3%[11.4 µM],19%[11.5 µM]
O=C(O)c1ccc2cc(-c3ccc(O)c(C45CC6CC(CC(C6)C4)C5)c3)ccc2c1,2%,-1.1%,?,?
C=CCOC(=O)C(C(C)=O)C(NC(=O)OC)c1cccc(C(F)(F)F)c1 (centres undefined),4%[11.4 µM],-1.3%[9.22 µM],10%[11.4 µM],4%[11.5 µM]
C=CCC1C=CC(Oc2ccc(F)cc2C)C(CO)O1 (centres undefined),14%[11.4 µM],1.3%[9.22 µM],1%[11.4 µM],8%[11.5 µM]
CC1CCC2C(=O)OC(CN3C(=O)c4ccccc4C3=O)CN2C1c1ccc(Br)cc1 (centres undefined),7%[11.4 µM],-0.4%[9.22 µM],0%[11.4 µM],19%[11.5 µM]
COc1cc2c(cc1OC)[C@@H]1CC(=O)[C@@H](CC(C)C)CN1CC2,6%,-0.9%,-13%,?
CNc1ccccc1C(=O)OCC(=O)c1ccccc1,7%[11.4 µM],-0.2%[9.22 µM],1%[11.4 µM],5%[11.5 µM]

# Sorted by molar mass (lowest first): 3 of the compounds above.
SMILES,HADH2 inh,HBB splicing,15-hLO inh,ERK AVP inh
Cc1ccc(B(O)O)cc1,10%,0.4%,11%,-1%
CNc1ccccc1C(=O)OCC(=O)c1ccccc1,7%[11.4 µM],-0.2%[9.22 µM],1%[11.4 µM],5%[11.5 µM]
CC1CCC2C(=O)OC(CN3C(=O)c4ccccc4C3=O)CN2C1c1ccc(Br)cc1 (centres undefined),7%[11.4 µM],-0.4%[9.22 µM],0%[11.4 µM],19%[11.5 µM]

# (continued)
SMILES,HADH2 inh,HBB splicing,15-hLO inh,ERK AVP inh
COc1ccc(/C=C/C2=CC3(C)CC2(C)C(c2ccc(OC)cc2)CC3=O)cc1 (centres undefined),5%[11.4 µM],0.1%[9.22 µM],4%[11.4 µM],-2%[11.5 µM]
COC(=O)C1=C(C)N(Cc2ccccc2)[C@]23O[C@](C(=O)OC)(C(=O)N2C1c1ccccc1)C(C(=O)OC)C3C(=O)OC (some centres undefined),4%&11%[11.4 µM],0.9%&-0.2%[9.22 µM],6%&0%[11.4 µM],2%&22%[11.5 µM]
CCOC(=O)OCC1OC(C#Cc2ccc(C)cc2C)C=CC1OC(=O)OCC (centres undefined),-16%[11.4 µM],2.1%[9.22 µM],-1%[11.4 µM],5%[11.5 µM]
CC(=O)OCC1OC(C#CC(C)(C)C)C=CC1OC(C)=O (centres undefined),-3%&-23%[11.4 µM],0.7%&2.7%[9.22 µM],-6%&3%[11.4 µM],24%&-11%[11.5 µM]

# Some of these compounds in order of SMILES length, descending:
SMILES,HADH2 inh,HBB splicing,15-hLO inh,ERK AVP inh
COC(=O)C1=C(C)N(Cc2ccccc2)[C@]23O[C@](C(=O)OC)(C(=O)N2C1c1ccccc1)C(C(=O)OC)C3C(=O)OC (some centres undefined),4%&11%[11.4 µM],0.9%&-0.2%[9.22 µM],6%&0%[11.4 µM],2%&22%[11.5 µM]
O=C(O)c1ccc2cc(-c3ccc(O)c(C45CC6CC(CC(C6)C4)C5)c3)ccc2c1,2%,-1.1%,?,?
CC1CCC2C(=O)OC(CN3C(=O)c4ccccc4C3=O)CN2C1c1ccc(Br)cc1 (centres undefined),7%[11.4 µM],-0.4%[9.22 µM],0%[11.4 µM],19%[11.5 µM]
C=CCC1(c2ccccc2)Oc2ccc(C)cc2-c2nc3cc(Cl)c(Cl)cc3nc21 (centres undefined),-6%[11.4 µM],0.5%[9.22 µM],-3%[11.4 µM],19%[11.5 µM]
COc1cc2c(cc1OC)[C@@H]1CC(=O)[C@@H](CC(C)C)CN1CC2,6%,-0.9%,-13%,?
COc1cccc(CCc2ccccc2OCC[C@@H]2C[C@@H](O)CN2C)c1,?,-0.8%,20µM*,15%
CCOC(=O)OCC1OC(C#Cc2ccc(C)cc2C)C=CC1OC(=O)OCC (centres undefined),-16%[11.4 µM],2.1%[9.22 µM],-1%[11.4 µM],5%[11.5 µM]
CC(=O)OCC1OC(C#CC(C)(C)C)C=CC1OC(C)=O (centres undefined),-3%&-23%[11.4 µM],0.7%&2.7%[9.22 µM],-6%&3%[11.4 µM],24%&-11%[11.5 µM]
CNc1ccccc1C(=O)OCC(=O)c1ccccc1,7%[11.4 µM],-0.2%[9.22 µM],1%[11.4 µM],5%[11.5 µM]
CCC(=O)CC(NC(=O)OC)c1ccccc1 (centres undefined),-9%[11.4 µM],3.9%[9.22 µM],8%[11.4 µM],19%[11.5 µM]
Cc1ccc(B(O)O)cc1,10%,0.4%,11%,-1%

# From PubChem BioAssay

# The list is partial (hit frequency here may not be typical).
